High-throughput results (PubChem BioAssay)
Pol beta inh = qHTS Assay for Inhibitors of DNA Polymerase Beta. P06746. Pol beta primer extension/strand displacement, fluorescence kinetic. Potency, µM (highest dose often 114 µM), for the others: at the top dose activity change, negative = inhibition, most hits filed as inhibitors. actives 1.3% (n = 340,000); also: potency is read from the fitted curve at half-maximal effect; % is scaled to controls: 0 for no effect and ±100 for the full control effect
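Kinetic readout of DNA synthesis with strand displacement by Pol beta. Compound and 10 nM enzyme sit 15 min at room temperature; 50 nM substrate starts the reaction, read immediately and at 10 min.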
APE1 inh = qHTS Assay for Inhibitors of the Human Apurinic/apyrimidinic Endonuclease 1 (APE1); Potency, µM (titrated, usually from 65.8 µM), inactives show at the highest dose activity change, negative = inhibition, actives largely listed as inhibitors; recombinant APE1, TAMRA/BHQ-2 abasic DNA cleavage fluorescence; AID 2517, 2012; actives 0.35% (n = 350,000);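 also: potency is read from the fitted curve at half-maximal effect; plate controls were vehicle for no effect and reference inhibitor for full effect; nearly all actives have a fitted effect of over 55% in size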
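0.75 nM APE1 + cpd, 15 min RT; start w/ 50 nM TAMRA/BHQ-2 THF-abasic dsDNA; kinetic fluor 525/598 nm ×3 reads @60 s; Δ(read3−read1); normalized to DMSO and NSC13755 control wells.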
RGS4 inh = Inhibitors of Regulator of G Protein Signaling (RGS) 4: qHTS; Transcreener GDP fluorescence polarization, RGS4-accelerated GTP hydrolysis; Potency, µM (top dose mostly 114 µM), for inactives: at the top dose activity change, negative = inhibition, hits mostly inhibitors; actives 0.039% (n = 390,000); also: potency is read from the fitted curve at half-maximal effect; % is scaled to controls: 0 for no effect and ±100 for the full control effect; nearly all actives have a fitted effect of over 75% in size; some results filed as inactive show a strong effect at the top dose
Target sequence (P49798 whole entry, looked up): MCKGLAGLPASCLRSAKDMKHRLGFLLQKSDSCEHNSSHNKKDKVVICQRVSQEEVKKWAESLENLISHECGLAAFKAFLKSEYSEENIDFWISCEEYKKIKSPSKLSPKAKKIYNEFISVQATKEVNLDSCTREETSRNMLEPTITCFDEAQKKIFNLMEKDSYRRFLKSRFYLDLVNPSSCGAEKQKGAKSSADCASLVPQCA
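MLSMR compounds (23 nl, pin-transferred) preincubated 10 min at room temperature with a 500nM (2x) first reagent, then RGS4 at 900nM (2x) plus Transcreener GDP mix added; fluorescence polarization (620/688 nm) read before and after 90 min at 30 °C.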
Pol kappa inh = qHTS for Inhibitors of Polymerase Kappa; DNA polymerase kappa (Homo sapiens), Q9UBT6; purified Pol kappa, fluorescent DNA synthesis assay, 10 min; Potency, µM (series often up to 107 µM), for the others: top-dose activity, negative = inhibition, hits mostly inhibitors; actives 0.53% (n = 400,000); AID 588579, 2011; also: potency is read from the fitted curve at half-maximal effect; % is scaled to controls: 0 for no effect and ±100 for the full control effect
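Inhibition of 10 nM Pol kappa is measured by a fluorescent read-out at 0 and 10 min following addition of 50 nM substrate (final), with a 15-min room-temperature compound preincubation.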
ERG Ets-DNA blk = qHTS for Small Molecule Inhibitors of the ERG Ets/DNA interaction | Transcriptional regulator ERG (Homo sapiens), P11308 | fluorescence polarization, His-ERG Ets domain / labelled DNA | Potency, µM (series often up to 76.9 µM), for the others: at the top dose FP activity, negative = inhibition, usual class: inhibitors | actives 0.028% (n = 370,000) | AID 624246, 2012; active = well fitted inhibition curve with a large enough effect in the polarisation, with a control signal flat; inconclusive = small, poorly fitted or top-dose-only effect, or effect the other way, or a change in a side signal; inactive = no such curve, though single readings can be large or run the other way; the % refers to the polarisation;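 also: polarization taken with two DNA probes labelled with fluorescein and Texas red; potency is read from the fitted curve at half-maximal effect; % of control where 0% means no effect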
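His-tagged ERG Ets domain (1 uM in the protein solution; 300mM KCl, 50mM Tris-HCl, 1mM EDTA, 1mM DTT, pH 7.5) received compound, then a probe mix of 5 nM fluorescein-DNA and 100nM Texas-615-DNA. Fluorescence polarization was read for both dyes.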
LDHA inh = qHTS assay for inhibitors of human lactate dehydrogenase | activity change, % (values are at about 110 or 230 µM) | purified LDHA, NADH/diaphorase-resazurin fluorescence; stronger effect = lower value | actives 0.15% (n = 480,000) | L-lactate dehydrogenase A chain (Homo sapiens), P00338; in the data active = activity change below about -30%; inconclusive = mostly about -25% to -30%;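 also: plate controls were DMSO wells for no effect and wells without enzyme for full effect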
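Resorufin fluorescence (ex540/em590), read at 0 and 20 min after diaphorase/resazurin addition, reports the NADH left after a 5 min room-temperature reaction of 2 nM human LDH5 with 0.06 mM NADH and 0.2 mM pyruvate.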
ALOX12 inh = Primary qHTS assay for inhibitors of human arachidonate 12S-lipoxygenase (ALOX12): Round 2 | Polyunsaturated fatty acid lipoxygenase ALOX12 (Homo sapiens), P18054 | purified 12hLO, xylenol orange hydroperoxide absorbance | Potency, µM (series often up to 108 µM), inactives show top-dose activity change, negative = inhibition, actives largely listed as inhibitors | actives 1.1% (n = 580,000) | AID 1671190, 2021; also: potency is read from the fitted curve at half-maximal effect; % is scaled to controls: 0 for no effect and ±100 for the full control effect
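Purified human 12hLO at 150 nM in 25 mM Hepes, 0.01% Triton X-100, pH 7.0, preincubated 15 min at room temperature with compound. Reaction started with 40 uM arachidonic acid, 30 min at room temperature. Hydroperoxide measured by Fe-xylenol orange, 573/405 nm absorbance ratio.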
POLH inh = qHTS for Inhibitors of Polymerase Eta. recombinant Pol eta, fluorescent DNA replication assay. Potency, µM (series often up to 114 µM), for inactives: top-dose activity change, negative = inhibition, actives largely listed as inhibitors. actives 1.2% (n = 390,000). AID 588591, 2011; also: potency is read from the fitted curve at half-maximal effect; % is scaled to controls: 0 for no effect and ±100 for the full control effect
Target sequence (Q9Y253 whole entry, looked up): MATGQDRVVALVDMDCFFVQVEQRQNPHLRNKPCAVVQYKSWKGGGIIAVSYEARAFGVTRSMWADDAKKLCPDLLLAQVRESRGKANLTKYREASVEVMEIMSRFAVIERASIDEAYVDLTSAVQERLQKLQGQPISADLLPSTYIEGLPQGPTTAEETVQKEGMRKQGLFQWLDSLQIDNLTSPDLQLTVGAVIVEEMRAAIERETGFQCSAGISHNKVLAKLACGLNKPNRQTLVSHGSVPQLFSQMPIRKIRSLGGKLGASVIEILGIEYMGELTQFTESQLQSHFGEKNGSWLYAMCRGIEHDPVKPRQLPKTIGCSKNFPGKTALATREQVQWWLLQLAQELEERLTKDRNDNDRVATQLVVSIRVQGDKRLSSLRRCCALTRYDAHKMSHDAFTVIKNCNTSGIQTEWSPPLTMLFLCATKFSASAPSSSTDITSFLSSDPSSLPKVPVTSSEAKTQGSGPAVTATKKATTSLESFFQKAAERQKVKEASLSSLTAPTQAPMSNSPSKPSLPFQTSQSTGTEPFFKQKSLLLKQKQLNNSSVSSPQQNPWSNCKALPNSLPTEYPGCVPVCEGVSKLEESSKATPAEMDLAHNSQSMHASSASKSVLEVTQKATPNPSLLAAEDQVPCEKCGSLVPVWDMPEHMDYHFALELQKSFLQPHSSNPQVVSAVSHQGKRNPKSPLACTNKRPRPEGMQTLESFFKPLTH
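Pol eta at 10 nM preincubated with compounds 15 min at room temperature; reaction started with fluorescent substrate (50 nM final) and read kinetically at 0 and 10 min.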
Anesthetic bind = qHTS Assay for Identification of Novel General Anesthetics | Ferritin light chain (Equus caballus), P02791 | apoferritin/1-aminoanthracene competitive binding, fluorescence | Potency, µM (top dose mostly 77.5 µM), inactives show at the highest dose activity change, negative = displacement, usual class: inhibitors | actives 0.074% (n = 350,000) | AID 485281, 2010; also: potency is read from the fitted curve at half-maximal effect; % is scaled to controls: 0 for no effect and ±100 for the full control effect; nearly all actives have a fitted effect of over 20% in size
Target sequence (P02791 2-175 limits assumed): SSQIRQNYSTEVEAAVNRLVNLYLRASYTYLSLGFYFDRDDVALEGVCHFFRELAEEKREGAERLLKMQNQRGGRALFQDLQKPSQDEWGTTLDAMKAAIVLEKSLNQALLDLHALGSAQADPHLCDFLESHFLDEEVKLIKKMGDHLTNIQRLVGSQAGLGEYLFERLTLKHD
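Horse-spleen apoferritin (10 uM) was mixed with 50% saturated 1-aminoanthracene in PBS, exposed to compounds for 10 min at room temperature, and read for fluorescence (ex 380 nm, em 535 nm). Competitive displacement was fitted with a four-parameter Hill equation.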
An asterisk follows results filed as active; i = inactive; ? = inconclusive; . = no result given; & = joins results of further samples; [ ] = dose if it differs, or a comment. Unless noted, calls follow the shape of the dose curve; as a rule, active = well fitted curve in the direction sought with a large enough effect; inconclusive = small, poorly fitted or top-dose-only effect, or another doubt; inactive = no such curve, though single readings can be large; an effect the other way counts as inactive or inconclusive.

1: O=C(Nc1c(Cl)cccc1Cl)c1cccc2c1C(=O)N(C1CCCCC1)C2
2: CCCNC(=O)C1=C(C)C(=O)OC12CCC(C)CC2 (centres undefined)
3: CC1CCCC(C)N1CCCNC(=O)CCn1c(=O)c2cccn2c2cccnc21 (centres undefined)
4: COc1ccc(CCNC(=O)c2ccc3nc(N4CCCCC4)sc3c2)cc1OC
5: COc1cc(NC(=O)CN2C(=O)C(c3ccc(Cl)cc3)=NC23CCCCC3)cc(OC)c1
6: CCOC(=O)C1=CN(Cc2cccc(-c3ccc(Cl)nc3)c2)S(=O)(=O)N(C)C1C (centres undefined)
7: Cc1noc(C)c1NC(=O)N(C)C[C@H]1Oc2c(NC(=O)Nc3ccc(C(F)(F)F)cc3)cccc2C(=O)N([C@H](C)CO)C[C@@H]1C
8: CCC(=O)N1CCc2cc(S(=O)(=O)N3CCCC3)ccc21

Compound | 1 | 2 | 3 | 4 | 5 | 6 | 7 | 8
Pol beta inh | -2% | 3% | 8% | 8% | 6% | . | . | 90%
APE1 inh | . | -2% | 21% | -8% | . | 0% | -11% | 30%
RGS4 inh | -6% | 16% | 15% | 12% | 10% | -2% | -4% | 34%
Pol kappa inh | -9% | -16% | -2% | -4% | -13% | 2% | -3% | -4%
ERG Ets-DNA blk | -2% | ? | -1% | 2% | -2% | -2% | -5% | -4%
LDHA inh | 2 | -5 | -2 | -2 | 2 | 2 | 0 | -2
ALOX12 inh | -23% | -24% | 4% | -10% | ? | -2% | -9% | 12%
POLH inh | -21% | 6% | -10% | 3% | . | -5% | -13% | -26%
Anesthetic bind | -7% | -10% | -3% | -4% | -1% | . | . | 5%

9: Cc1ccc(NC(=O)CSc2nc3ccccc3nc2N2CCOCC2)cc1
10: Cc1ccc(-c2n[nH]c3c2CCC3)cc1
11: CC(C)N1CN(c2ccccc2)C(=S)N(c2ccccc2)C1
12: COc1ccc(/C=N/n2c(N)c(S(=O)(=O)c3cccs3)c3nc4ccccc4nc32)cc1OC
13: O=C(O)c1nn(-c2ccccc2)nc1-c1nn(-c2ccccc2)nc1C(=O)O
14: COc1ccc(CNC(=O)c2c(Nc3ccc(OC)cc3OC)sc(C(=O)c3ccc(Cl)cc3)c2N)cc1
15: CSc1ccccc1NC(=O)CN(Cc1ccccc1)S(C)(=O)=O
16: Cc1ccn2c(c1)nc(=O)c1cc(S(=O)(=O)N3CCC(C)CC3)c(Cl)cc12

Compound | 9 | 10 | 11 | 12 | 13 | 14 | 15 | 16
Pol beta inh | 22%&-7% | 0% | 81% | 4% | 5% | -12% | -22% | -9%
APE1 inh | -11% | 3% | ? | -1% | -1% | . | 2% | .
RGS4 inh | -29%&2% | 57%[activator] | -7% | 6% | -16% | 2% | -11% | -15%
Pol kappa inh | -20%&-11% | -13% | 2% | -7% | 0% | -6%[60.1 µM] | -11% | -2%
ERG Ets-DNA blk | -10%&1% | 3% | 6% | -3% | 4% | 2% | -4% | 1%
LDHA inh | -4&-8 | 0 | 0 | 0 | -3 | 3 | -7 | 0
ALOX12 inh | 25%&1% | -20% | ? | -12% | ? | 3% | ? | -20%
POLH inh | -24%&-8% | 6% | -12% | -1% | -12% | -19% | -8% | -11%
Anesthetic bind | 1%&-12% | -16% | 1% | -7% | -7% | -16% | 2% | -1%

17: CCOC(=O)C1CCCN(C(=O)c2sc3nc(-c4ccccc4)cn3c2C)C1 (centres undefined)
18: O=C1CC(c2nnc(Cc3ccc(F)cc3Cl)o2)CN1c1ccccc1 (centres undefined)
19: C/C(=N\NC(=O)c1ccco1)c1cc(Cl)sc1Cl
20: O=C(NC(=S)Nc1ccccc1N1CCCCC1)c1ccccc1
21: Cc1c([N+](=O)[O-])cc(S(=O)(=O)Nc2ccncc2)cc1[N+](=O)[O-]
22: CCN(CC)C(=O)c1nn(Cc2ccccc2)c(=O)c2ccccc12
23: COCCNC(=S)NCCc1ccc(Cl)cc1Cl
24: O=C(Nc1ccccc1C(=O)Nc1nnc(C(F)(F)F)s1)c1ccccc1Cl

Compound | 17 | 18 | 19 | 20 | 21 | 22 | 23 | 24
Pol beta inh | 13% | -1% | 25% | -2% | 18% | -16% | -1% | 0%
APE1 inh | -2% | . | 12% | -5% | -1% | 1% | -3% | -1%
RGS4 inh | -2% | -5% | 8% | -23% | -3% | 6% | -9% | -11%
Pol kappa inh | -12% | -23% | 0% | -15% | -6% | -8% | 5% | -14%
ERG Ets-DNA blk | 0% | 5% | -4% | 1% | 7% | -5% | 5% | 21%
LDHA inh | -4 | -4 | -2 | -5 | 2 | -6&1 | -3 | -12
ALOX12 inh | 6% | -24% | 2% | ? | -4% | i | ? | ?
POLH inh | -11% | -5% | -6% | -10% | -9% | -4% | -8% | -7%
Anesthetic bind | -23% | -4% | ? | ? | -9% | -11% | -14% | 2%

25: COc1ccc(-c2oc3ccc(-c4cc(OC)c(OC)c(OC)c4)cc3c2-c2ccc(OC)cc2)cc1
26: Cc1ccc(CNC(=O)COC(=O)CCCOc2ccc(Cl)cc2Cl)cc1
27: C=CCSC1=C(C#N)C(c2ccccc2OC)CC(=O)N1 (centres undefined)
28: CC1C2(C)OC(=N)C(C#N)(C(C)O2)C1(C#N)C#N (centres undefined)
29: COc1ccc(S(=O)(=O)c2c(O)c(C)cc(NC(=O)c3ccccc3)c2C(C)C)cc1
30: COc1ccc(C(=O)NN2C(=S)N(c3ccc(OC)cc3)C(=O)C2CC(N)=O)cc1 (centres undefined)
31: CCOC(=O)NC(CC(=O)O)c1ccc(OCC)cc1 (centres undefined)
32: COc1ccc(-c2oc3cccnc3c2C#CC2(O)CCCCC2)cc1

Compound | 25 | 26 | 27 | 28 | 29 | 30 | 31 | 32
Pol beta inh | . | 0% | 3% | -16% | 15% | 4% | 45% | 10%
APE1 inh | . | -3% | -3% | -2% | . | 19% | -1% | -23%
RGS4 inh | -3% | -30% | -11% | -14% | 2% | -7% | 19% | -12%
Pol kappa inh | 6% | 6% | -11% | 3% | 7% | -2% | 3% | -16%
ERG Ets-DNA blk | 7% | -6% | 13% | ? | 1% | -2% | -4% | 13%
LDHA inh | 0 | -4 | -4 | 0 | 0 | 0 | -11 | 7
ALOX12 inh | 9% | -6% | ? | . | -23% | 421%[activator] | -1% | ?
POLH inh | -16% | -19% | -11% | -7% | -17% | -7% | -12% | -9%
Anesthetic bind | . | -2% | -10% | 160%[activator] | -5% | 3% | -6% | 149%[activator]

33: CC1(C)CC(=O)c2sc(NS(C)(=O)=O)nc2C1
34: O=S(=O)(Nc1ccc(O)c2ccccc12)c1ccc(F)cc1
35: O=C(CCCOc1ccc(Br)cc1)NCCc1ccc(OC(F)F)cc1
36: CC1CN(C(=O)C(C)N2CCN(c3ccccc3Cl)CC2)CC(C)O1 (centres undefined)
37: CN(CC(=O)Nc1ccc2c(c1)OCO2)S(=O)(=O)c1ccc2c(c1)CCC(=O)N2
38: O=C(CCSc1ccccc1)N1CCN(c2ccccc2F)CC1
39: CC(C)NC(=O)N(C)C[C@@H]1Oc2c(NC(=O)C3CCOCC3)cccc2C(=O)N([C@@H](C)CO)C[C@H]1C
40: CC(NC(=O)Cn1cccc1)c1ccccc1 (centres undefined)
41: O=C1CN(C(=O)CSc2nc3ccccc3c(=O)n2CCCN2CCOCC2)c2ccccc2N1
42: N#Cc1ccc(S(=O)(=O)NC2CC2)cc1

Compound | 33 | 34 | 35 | 36 | 37 | 38 | 39 | 40 | 41 | 42
Pol beta inh | 28% | . | 25% | -6% | 4% | ? | . | 22% | 11% | 38%
APE1 inh | 19% | . | 69%[activator] | 4% | 2% | 5% | -2% | -7% | 1% | 4%
RGS4 inh | -12% | -12% | 26% | -17% | -1% | 21% | 8% | -15% | 10% | 22%
Pol kappa inh | -4% | -3% | -3% | -10% | -10% | -17% | -20% | 0% | -4% | 3%
ERG Ets-DNA blk | -15% | -5% | -4% | -6% | 14% | 9% | -7% | -4% | ? | 7%
LDHA inh | -2 | -7 | -8 | -4 | 8 | -2 | -9 | 1 | -2 | -1
ALOX12 inh | -1% | ? | -2% | 8% | -16% | -27% | 10% | 73%[activator] | -5% | -29%
POLH inh | -9% | -5% | -16% | -16% | -17% | 2% | 5% | -10% | 4% | -8%
Anesthetic bind | 0% | . | -13% | -5% | -4% | -13% | . | 3% | -15% | 2%

Molecules above that contain a CF3 group:
7: Cc1noc(C)c1NC(=O)N(C)C[C@H]1Oc2c(NC(=O)Nc3ccc(C(F)(F)F)cc3)cccc2C(=O)N([C@H](C)CO)C[C@@H]1C
24: O=C(Nc1ccccc1C(=O)Nc1nnc(C(F)(F)F)s1)c1ccccc1Cl

Compound | 7 | 24
Pol beta inh | . | 0%
APE1 inh | -11% | -1%
RGS4 inh | -4% | -11%
Pol kappa inh | -3% | -14%
ERG Ets-DNA blk | -5% | 21%
LDHA inh | 0 | -12
ALOX12 inh | -9% | ?
POLH inh | -13% | -7%
Anesthetic bind | . | 2%

Only part of the results is shown, so the mix of outcomes need not match the whole.
